Screening data from PubChem.
TDP1 cell noCPT = qHTS for Inhibitors of human tyrosyl-DNA phosphodiesterase 1 (TDP1): qHTS in cells in absence of CPT; 420,000 compounds, 15% hits; DT40 Tdp1-/- hTDP1 cells, no CPT, ATP luminescence, 48 h; Potency, µM (doses to about 46.2 µM), without a hit: at the top dose activity change, negative = growth inhibition, most hits filed as inhibitors; further: nearly all actives have a fitted effect of over 55% in size
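Growth of hTDP1-complemented DT40 Tdp1-knockout cells is measured by ATP luminescence after at least 48 hr compound exposure at 37 °C, with DMSO substituting for the 20 nM CPT used in the parallel screen.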
TDP1 inh = inhibitors of human tyrosyl-DNA phosphodiesterase TDP1; recombinant TDP1, AlphaScreen DNA substrate cleavage; Q9NUW8; Potency, µM (titrated, usually from 130 µM), without a hit: top-dose activity change, negative = inhibition, usual class: inhibitors; 350,000 compounds, 0.28% hits; further: nearly all actives have a fitted effect of over 40% in size
Target sequence (Q9NUW8 whole entry, looked up): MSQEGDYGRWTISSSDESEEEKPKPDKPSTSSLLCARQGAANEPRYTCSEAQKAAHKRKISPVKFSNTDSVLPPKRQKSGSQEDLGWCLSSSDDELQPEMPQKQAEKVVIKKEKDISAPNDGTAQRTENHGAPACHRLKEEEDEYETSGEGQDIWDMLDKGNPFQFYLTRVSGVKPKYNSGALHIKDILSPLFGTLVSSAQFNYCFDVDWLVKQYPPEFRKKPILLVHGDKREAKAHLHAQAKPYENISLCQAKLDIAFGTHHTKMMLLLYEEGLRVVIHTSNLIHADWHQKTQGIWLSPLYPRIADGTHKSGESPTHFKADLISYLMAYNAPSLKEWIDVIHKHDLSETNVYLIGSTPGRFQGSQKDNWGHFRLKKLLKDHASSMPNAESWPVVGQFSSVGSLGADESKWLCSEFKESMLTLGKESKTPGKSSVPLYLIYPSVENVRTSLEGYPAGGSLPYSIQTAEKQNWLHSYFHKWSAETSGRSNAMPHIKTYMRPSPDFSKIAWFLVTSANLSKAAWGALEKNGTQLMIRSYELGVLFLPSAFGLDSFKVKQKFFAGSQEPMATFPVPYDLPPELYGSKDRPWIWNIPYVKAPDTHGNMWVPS
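Here, a 5' biotin and 3' phosphotyrosine-FITC DNA oligonucleotide reports Tdp1 activity: intact substrate bridges AlphaScreen beads, while cleavage leaves a 3' phosphate and drops signal. All incubations at room temperature.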
GCN5L2 inh = GCN5L2 (KAT2A) acetyltransferase inhibition; Q92830; 390,000 compounds, 0.21% hits; AID 504327; Potency, µM (highest dose often 58.9 µM), for inactives: at the highest dose activity change, negative = inhibition, hits mostly inhibitors; GCN5L2 HAT assay, ThioGlo1 CoA-SH fluorescence
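GCN5L2 (20 nM) in 50mM HEPES pH 7.5, 0.1mM EDTA, 0.01% Tween-20 preincubated 15 min with compounds at room temperature. Reaction started with H3(1-25) 75uM, acetyl-CoA 70uM, ThioGlo1 50uM; CoA-thiol fluorescence (Ex340/Em540) read at 0 and 20 min.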
Active calls of the source: *; u = inconclusive; x = no result given; & = joins results of further samples; [ ] = dose if it differs, or a comment. The call rests on the fitted dose curve; in most records, active means well fitted curve in the direction sought with a large enough effect; inconclusive means small, poorly fitted or top-dose-only effect, or another doubt; inactive means no such curve, though single readings can be large; an effect the other way counts as inactive or inconclusive. On the % scale 0 is the no-effect control and ±100 the full control effect; potency means the concentration at half of the fitted maximal effect. This is a subset; the hit share may differ from the screen's.

| mol | GCN5L2 inh | TDP1 cell noCPT | TDP1 inh |
| --- | --- | --- | --- |
| CC(=O)NC12CC3CC(C1)CC(C(=O)N1CCN(S(=O)(=O)c4cccs4)CC1)(C3)C2 | -2% | u | 1% |
| CCOc1ccccc1NC(=S)NC1CC2CCC1C2 (centres undefined) | 16% | 21µM* | x |
| Cc1ccc(Nc2nnc(SCc3nc4ccccc4c(=O)[nH]3)s2)cc1 | -4% | -23% | 0% |
| COc1ccc2c(c1)C=C(CN1CCN(Cc3ccccc3C)C(CCO)C1)CO2 (centres undefined) | -7% | u | x |
| Cc1nc2[nH]onc2c2nccc(=O)c12 | -1% | -25% | 3% |
| Cc1cccc(C2=NN(c3ccccc3)[C@H](CO)[C@H]2c2ccc(F)cc2)c1 | u | u | -16%[56.1 µM] |
| Cc1cc(O)c(NC(=S)NC(=O)c2ccc(-c3ccc(Cl)cc3)o2)cc1C | 1% | 21µM* | 11% |
| COCCN(C(=O)Nc1ccc(F)cc1F)c1nc2ccccc2s1 | -2% | -11% | 1% |
| CCNc1nc(N2CCOCC2)nc(N(c2ccccc2)c2ccccc2)n1 | -8% | -2% | -1% |
| Cc1cccc(-n2c(SCC(=O)N(C)C3CCS(=O)(=O)C3)nc3ccccc3c2=O)c1C (centres undefined) | -16% | u | x |
| COC(=O)C1C(=O)c2c([nH]c(C(=O)OC3CCCCC3)c2C)CC1C (centres undefined) | -6% | u | 3% |
| CCn1c2ccccc2c2cc(NC(=O)C(C)Oc3ccccc3)ccc21 (centres undefined) | -23% | u | 3% |
| O=[N+]([O-])c1ccc(N2CCOCC2)cc1N1CCCCC1 | -2% | -12% | 5% |
| COCCn1c(SCc2ccc(F)cc2)nc2c1c(=O)[nH]c(=O)n2C | -4% | -3% | 5% |
| CC12CCC(=O)N1C(C(=O)Nc1nc(-c3ccc(F)c(F)c3)cs1)CS2 (centres undefined) | -26% | u | x |
| COc1cccc(NC(=O)COC(=O)CNS(=O)(=O)c2c(F)cccc2F)c1 | 2% | -17% | 3% |
| COc1ccc(CNC(=O)CS(=O)Cc2nc(-c3ccccc3C)oc2C)cc1 (centres undefined) | -18% | u | 4% |
| O=C(NCc1ccccc1)c1nc[nH]c1C(=O)N1CCN(c2ccccc2)CC1 | 4% | -10% | 3% |
| Cc1ccc(S(=O)(=O)Nc2ccncc2)c(C)c1N(C)S(=O)(=O)c1ccc(F)cc1 | 0% | -35% | 0% |
| CCOC(=O)C1CCN(CCC(=O)Nc2ccc(Br)cc2)CC1 | -8% | -28% | x |
| O=C(C1=C[C@H](C2CC2)C[C@H](OCc2ccc(CO)cc2)O1)N1CCN(Cc2ccccc2)CC1 | 3% | u | 6% |
| CN(C)c1ccc(N=Nc2ccc(C(=O)O)cc2)cc1 | -19% | 2% | x |
| CC(C)(C)c1ccc(C(=O)NCc2nnc(SCC(=O)NCC3CCCO3)o2)cc1 (centres undefined) | -1% | -21% | 2% |
| C/C(CCC(C)C)=N\Nc1cc(C)c2ccccc2n1 | -13% | 7.3µM* | 8% |
| CNC(=S)N(C1=NCC(c2ccc([N+](=O)[O-])cc2)S1)c1ccccc1 (centres undefined) | -10% | u | 13% |
| CC(C)N(C(=O)CS(=O)(=O)c1ccc(Cl)c(Cl)c1)C(C)C | -29% | u | 3% |
| CCC(CC)C(=O)Nc1ccc2nc(SCC(=O)N3c4ccccc4CC3C)sc2c1 (centres undefined) | -12% | 16µM* | 1% |
| O=C(CCNS(=O)(=O)c1ccc(Br)cc1)NC1CCN(Cc2ccccc2)CC1 | 1% | 13µM* | 0% |
| COCCn1c(Cc2ccccc2)nnc1SCC(=O)N1CCCC1=O | -6% | 16% | 2% |
| COCCN(C(=O)Nc1ccc(OC)cc1OC)C1CCN(C(C)C)CC1 | -11% | 0% | 2% |
| N#CC1=C(N)Nc2ncnn2C1c1ccc(F)cc1 (centres undefined) | -5% | -8% | 2% |
| COc1ccc(N2CCN(C(=O)CSc3nnc(-c4cccnc4)n3-c3ccccc3)CC2)cc1 | 0% | -21% | 9% |
| Cc1ccnc2c(N3C(=O)C4C5c6ccccc6C(c6ccccc65)C4C3=O)cccc12 (centres undefined) | -13% | 16µM* | 1% |
| COc1cc(-c2noc(-c3cccc(Cl)c3)n2)cc(OC)c1OC | -11% | 0% | 11% |
| CC(=O)c1ccc(NC(=O)CO/N=C(\C)c2cccs2)cc1 | 2% | -10% | 3% |
| O=C(NC1(C(F)(F)F)NC(=O)N(Cc2cccnc2)C1=O)c1ccccc1 (centres undefined) | -3% | -4% | 4% |
| CC(C)c1ccc(NC(=O)C(c2ccccc2)N2CC(=O)Nc3ccccc32)cc1 (centres undefined) | -1% | -24% | -1% |
| Cc1cccn2c(=O)c(/C=C(\C#N)C(=O)NCc3ccco3)c(N3CCOCC3)nc12 | -18% | u | -4% |
| COC(=O)COc1ccc(S(=O)(=O)NCc2ccc3c(c2)OCO3)cc1 | -22% | 0% | x |
| CC1CCC(NC(=O)C2CCN(C(=O)NC3CCCCC3)CC2)CC1 (centres undefined) | -2% | x | 5% |
| CC(=O)Nc1ccc(NC(=O)CCc2ccc(C)o2)cc1 | 2% | 2% | 4% |
| Cc1ccc2nc(SC(C)C(=O)NCc3ccco3)[nH]c2c1 (centres undefined) | -6% | -10% | 6% |
| Cn1c(SCCOc2ccccc2Cl)nnc1-c1cccs1 | -2% | -3% | -1% |
| CCOc1ccc(NC(=O)COC(=O)c2ccc(S(=O)(=O)N3CCOCC3)cc2)cc1 | 2% | 8% | 1% |
| C[C@@H]1CN([C@H](C)CO)C(=O)c2cc(NC(=O)Nc3ccc4c(c3)OCO4)ccc2O[C@H]1CN(C)Cc1ccncc1 | -2% | -19% | 3% |
| O=C(NC(=S)N1CCN(c2ccccc2)CC1)c1c(F)cccc1F | -2% | -27% | 7% |
| Cc1ccc(NC(=O)c2cccc(N3C(=O)C4C5C=CC(C5)C4C3=O)c2)cc1C (centres undefined) | -7% | 21µM* | 0% |
| Cc1ccc(C)c(N2CCN(C(=O)CCc3nc(-c4ccccc4C(F)(F)F)no3)CC2)c1 | -6% | u | -4%[56.1 µM] |
| CCOC(=O)c1nc(C)n(-c2cc(Cl)cc(Cl)c2)n1 | -7% | 2% | 0% |
| COc1cc(CCC(=O)N2CC(C)OC(C)C2)cc(OC)c1OC (centres undefined) | -7% | 9% | 0% |
| Cc1[nH]c2ccccc2c1CCN(Cc1cccnc1)C(=S)Nc1cccc(F)c1 | -11% | u | 8% |
| Cc1ccc(C)c(CSc2nnc([C@@H]3CCCN3)o2)c1 | -27% | -12% | x |
| CCN=C(Nc1ccc2c(c1)OCO2)SC1CC(=O)N(c2ccc(OC)cc2)C1=O (centres undefined) | 1% | -27% | 0% |
| N#C/C(C(=O)N1CCCC1)=C1/N=C(N)c2ccccc21 | 2% | -5% | 6% |
| CCc1cc2ccc(C)cc2nc1SCC(=O)Nc1cc(C)on1 | -2% | 7% | -3% |
| CCOC(=O)CN1C(=O)N[C@@H](c2cccs2)C(C(=O)OC)=C1C | x | u | 7%[12.3 µM] |
| O=C(CNC(=O)c1ccc(Br)o1)NCC1COc2ccccc2O1 (centres undefined) | -2% | 2% | -1% |
| O=C(NCCN1CCN(c2cccc(Cl)c2)CC1)Nc1ccccc1 | 0%&0% | 15µM* | -4%[12.3 µM] |
| COc1cccc2ccc(/C=C/c3ccc4c(c3)OCO4)nc12 | x | u | -4% |
| Cc1ccc(C(C)C)c(OCc2nn(CC(=O)c3ccc(OC(F)F)cc3)c3[n+]2CCCCC3)c1 | 33%[activator] | 0.58µM* | 8% |

Reprinted at random: 7 records from the list.
| mol | GCN5L2 inh | TDP1 cell noCPT | TDP1 inh |
| --- | --- | --- | --- |
| O=C(CCNS(=O)(=O)c1ccc(Br)cc1)NC1CCN(Cc2ccccc2)CC1 | 1% | 13µM* | 0% |
| Cn1c(SCCOc2ccccc2Cl)nnc1-c1cccs1 | -2% | -3% | -1% |
| CCOC(=O)c1nc(C)n(-c2cc(Cl)cc(Cl)c2)n1 | -7% | 2% | 0% |
| CCN=C(Nc1ccc2c(c1)OCO2)SC1CC(=O)N(c2ccc(OC)cc2)C1=O (centres undefined) | 1% | -27% | 0% |
| N#C/C(C(=O)N1CCCC1)=C1/N=C(N)c2ccccc21 | 2% | -5% | 6% |
| COc1ccc(N2CCN(C(=O)CSc3nnc(-c4cccnc4)n3-c3ccccc3)CC2)cc1 | 0% | -21% | 9% |
| O=C(NC(=S)N1CCN(c2ccccc2)CC1)c1c(F)cccc1F | -2% | -27% | 7% |

More compounds follow:
| mol | GCN5L2 inh | TDP1 cell noCPT | TDP1 inh |
| --- | --- | --- | --- |
| N#Cc1c(SCC(=O)O)nc(N2CCOCC2)c2c1CCCC2 | 4% | -17% | 4% |
| O=C(Nc1cccc(F)c1)C1CCN(C(=O)c2ccco2)CC1 | 3% | -10% | -2% |
| N[C@@H](Cc1ccccc1)c1nnc(SCc2ccccc2Cl)o1 | -4% | u | 9% |
| Cn1c(SCC(N)=O)nnc1C1CCN(C(=O)NC2CCCCC2)CC1 | -10% | -6% | 3% |
| CSC(=Nc1ccccc1)Nc1ccccc1 | -3% | -8% | 7% |
| CC(=O)c1ccc(C(=O)N2CCCC(Nc3ccccc3)C2)s1 (centres undefined) | -23% | 9% | 1%[56.1 µM] |
| Cc1nc2nc(C)c(CCC(=O)N3CCN(c4ccccn4)CC3)c(C)n2n1 | -13% | -20% | 4% |
| O=C(COC(=O)C1(c2ccc(F)cc2)CCCC1)NCc1ccco1 | u | -2% | 0% |
| O=[N+]([O-])c1ccc(N2CCN(c3ccccc3O)CC2)cc1 | -1% | -13% | x |
| COc1ccc(/C=C/C(=O)NCc2ccc(F)cc2)cc1S(=O)(=O)N1CCOCC1 | -22% | -22% | 1% |
| O=C1NCCN(Cc2cccc(Oc3ccccc3)c2)C1CC(=O)N1CCCCC1 (centres undefined) | -8% | -24% | 3% |
| Nc1ccc2c(c1)CC(=O)c1ccccc1S2 | 0% | -9% | 3% |
| CCCCCC(=O)NC(Nc1ccc(S(N)(=O)=O)cc1)C(Cl)(Cl)Cl (centres undefined) | -4% | u | -2% |
| CCOC(=O)N1CCC(NCCNC(=O)c2ccc(Cl)cc2)CC1 | -13% | -24% | -1% |
| Cc1cc(C=O)c(C)n1-c1ccc(N2CCCCC2)c([N+](=O)[O-])c1 | -7% | 21µM* | 12% |
| C=CC[C@@H](CC(=O)N(CCO)Cc1ccccc1)C(=O)N[C@H](COC(=O)[C@@H](CC=C)CC(=O)OC(C)(C)C)C(C)(C)C | -5% | u | 0% |
| CCCCn1nc(C(=O)OCC(=O)Nc2sccc2C(N)=O)c2ccccc2c1=O | -18% | -22% | -3% |
| CCOc1ccc(CNC(=O)CN2C(=O)C(c3ccccc3)Oc3cccnc32)cc1 (centres undefined) | -15% | -12% | 0% |
| CCOC(=O)C(C(=O)c1ccccc1)C1CC(C)NC(=S)N1 (centres undefined) | -4% | 6% | -1% |
| CC/C(=N/Nc1cccc(Cl)c1)c1cnnc(SC)n1 | -1% | -27% | 0% |
| O=C(CCN1C(=O)/C(=C\c2cccs2)SC1=S)Nc1ccc(C(=O)O)cc1 | 1% | 14% | 3% |
| Cc1nc2ccc(S(=O)(=O)NC(C(=O)NCc3ccc(Cl)cc3)C(C)C)cc2s1 (centres undefined) | 0% | -4% | 12% |
| CC(C)Oc1ccc(C(=O)NNC(=O)c2ccccc2C(=O)O)cc1 | -3% | -16% | 4% |
| CC(=O)n1cc([C@@H]2C=C(C(=O)Nc3ccccc3)O[C@H](OCCCCO)C2)c2ccccc21 | -6% | u | 8% |
| Clc1ccccc1-c1nc2ccccc2c2nc3ccccc3n12 | -11% | 13µM* | -2% |
| O=C(CSc1nnc(Cn2c(=O)sc3ccccc32)n1-c1ccccc1)NCC1CCCO1 (centres undefined) | -5% | -16% | 10% |
| O=C(OCc1nc(-c2ccccc2)oc1COC(=O)c1ccco1)c1ccco1 | -19% | -2% | 6% |
| O=C(NCC(c1cccnc1)N1CCc2ccccc21)c1ccc(F)c(F)c1 (centres undefined) | -14% | 9.2µM* | 5% |
| O=C(COC(=O)/C=C/c1cc(Br)ccc1F)NC1CC1 | -2% | -14% | 0% |
| CCCCOc1ccc(CSC(=N)N)cc1Cl | -4% | 18µM* | x |
| CCOC(=O)c1[nH]c(C)c(C(=O)N2CCN(c3ccc(F)cc3)CC2)c1C | -1% | u | 7% |
| O=[N+]([O-])c1nn(-c2ccccc2)[n+]([O-])c1N1CCN(c2ccccc2)CC1 | -2% | 2% | 5% |
